# Bioassay records (PubChem)
# p47phox inh = blocks human p47phox regulatory protein of NADPH oxidases | P14598 | p47phox/p22phox peptide binding, fluorescence polarization, 2 h | 0.53% of 220,000 active | inhibition, % at 24.7 µM;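 active means inhibition above about 30%, limit read from the data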;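 further: 0% = p47phox with labelled peptide and 100% = labelled peptide alone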
# RBBP9 inhibitor = blocks human serine hydrolase RBBP9. inhibition, % at 7.94 µM. O75884. recombinant RBBP9, FP-Rh probe fluorescence polarization. 0.2% of 220,000 active;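 active means inhibition above the campaign mean of all tested compounds plus 3 SD, cut at about 14% in these data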;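 further: plate controls were DMSO wells with RBBP9 for no effect and wells lacking RBBP9 protein for full effect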
# Target sequence (O75884 whole entry, looked up): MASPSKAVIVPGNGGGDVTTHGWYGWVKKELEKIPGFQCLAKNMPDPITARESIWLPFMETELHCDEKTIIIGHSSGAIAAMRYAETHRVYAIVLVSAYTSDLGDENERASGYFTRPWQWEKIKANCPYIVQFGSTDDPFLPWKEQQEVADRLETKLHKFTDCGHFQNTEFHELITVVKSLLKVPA
#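 Assay system: recombinant human RBBP9; Reagent: Serine-hydrolase probe FP-Rh, 375 nM pre-mixing; Doses: 7.94 µM single dose, 0.794% DMSO; Incubation: 30 min then 45 min, 25 °C; Detection: fluorescence polarization (mP), excitation 525 nm, emission 598 nm; Evaluation: percent inhibition from mP, scaled between DMSO and no-protein wells.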
# Tb hexokinase = blocks Trypanosoma brucei hexokinase 1 activity | recombinant TbHK1, G6PDH-coupled NADH A340 | inhibition, % at 10 µM | 0.11% of 220,000 active;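 active means inhibition of 50% or more in the single-dose primary screen; inactive means inhibition below 50%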
# p97 ATPase inh = inhibitors of human p97 ATPase; recombinant p97 ATPase, Kinase-Glo ATP luminescence, 3 h; 0.42% of 220,000 active; inhibition, % at 8 µM; in the data active means inhibition above about 15%;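 further: 0% = DMSO vehicle and 100% = wells lacking enzyme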
# EBV gp42 block = blocks Epstein-Barr virus glycoprotein 42 binding. Fluorescence polarization binding assay, mP read-out. inhibition, % (tested at 21.74 µM). 0.42% of 220,000 active; in the data active means inhibition above about 50%
# Target sequence (Q1HVG2 whole entry, looked up): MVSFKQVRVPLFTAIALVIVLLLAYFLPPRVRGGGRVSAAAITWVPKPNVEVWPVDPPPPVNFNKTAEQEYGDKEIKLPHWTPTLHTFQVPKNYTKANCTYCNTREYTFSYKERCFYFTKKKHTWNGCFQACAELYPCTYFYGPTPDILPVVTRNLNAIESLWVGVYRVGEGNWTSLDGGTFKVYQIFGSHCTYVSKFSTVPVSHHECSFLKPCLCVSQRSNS
# Runt-SMMHC FRET = inhibitors of human RUNX1 Runt domain binding to CBFb-SMMHC. Q01196+Q13951. Cerulean-Runt/Venus-CBFb-SMMHC FRET ratio 530/480, 1 h. inhibition, % at 20 µM. 0.74% of 220,000 active;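 active means mean inhibition across duplicate retests at 20 µM reaching about 50%, limit read from the data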;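 further: 0% = DMSO wells and 100% = wells with excess untagged CBFb-SMMHC; inhibitors lower the FRET ratio by blocking Runt binding to CBFb-SMMHC; some results filed as inactive read as strong as hits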
# Calpain2 inh = inhibitors of pig calpain II. purified calpain II, fluorogenic peptide substrate, 30 min. inhibition, % at 16 µM. 0.37% of 220,000 active. AID 1236;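 active means inhibition above about 50%, limit read from the data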
# Runt-CBFb FRET = inhibitors of human RUNX1 Runt domain binding to CBFb; Cerulean-Runt/Venus-CBFb FRET ratio 530/480, 1 h; inhibition, % at 20 µM; Q01196+Q13951; 0.46% of 220,000 active;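 active means inhibition over about 50% at 20 µM in the single-dose screen, limit read from the data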;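 further: 0% = DMSO wells and 100% = excess unlabeled CBFb competitor control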
#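 Measured by: fluorescence energy transfer, 422 nm excitation, 530/480 nm emission; Assay system: Cerulean-Runt domain; Medium: Tris pH 7.5 buffer with BSA; Measure: loss of energy transfer signal; Controls: 5 µM unlabeled CBFb as full-inhibition high control; Incubation: protein complex preformed 1 h, compound exposure 1 h, room temperature, dark.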
# Furin inhibitor = blocks human furin protease activity; 0.061% of 220,000 active; P09958; purified furin, fluorogenic substrate cleavage; AID 463115; inhibition, % at 30 µM; in the data active means inhibition above about 25%; further: inactives centre near -15
# Target sequence (P09958 108-714 limits assumed): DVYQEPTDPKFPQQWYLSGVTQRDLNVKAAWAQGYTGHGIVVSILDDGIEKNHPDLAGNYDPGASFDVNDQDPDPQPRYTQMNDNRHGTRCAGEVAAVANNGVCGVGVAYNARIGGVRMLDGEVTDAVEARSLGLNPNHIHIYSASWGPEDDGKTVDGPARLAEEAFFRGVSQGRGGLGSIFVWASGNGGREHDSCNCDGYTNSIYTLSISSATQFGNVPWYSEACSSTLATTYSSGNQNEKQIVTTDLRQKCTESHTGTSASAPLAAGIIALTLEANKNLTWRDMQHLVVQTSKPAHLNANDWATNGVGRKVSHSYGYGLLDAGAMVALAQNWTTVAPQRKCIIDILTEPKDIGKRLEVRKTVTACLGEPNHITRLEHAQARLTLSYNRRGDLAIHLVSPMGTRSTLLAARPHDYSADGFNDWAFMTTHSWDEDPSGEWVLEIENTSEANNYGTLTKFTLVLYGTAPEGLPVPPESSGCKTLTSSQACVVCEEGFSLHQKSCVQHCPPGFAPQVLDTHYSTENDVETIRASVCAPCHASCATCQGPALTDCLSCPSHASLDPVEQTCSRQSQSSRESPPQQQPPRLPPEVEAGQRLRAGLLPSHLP
# * hit, by the source's call; · = not tested or not shown; [ ] = remark or other dose. Rows are unselected; any-hit rate near 2.7%.
SMILES,p47phox inh,RBBP9 inhibitor,Tb hexokinase,p97 ATPase inh,EBV gp42 block,Runt-SMMHC FRET,Calpain2 inh,Runt-CBFb FRET,Furin inhibitor
O=C(COC(=O)c1ccccc1)Nc1cccc(S(=O)(=O)NC2=NCCCCC2)c1,2,-5,2,-5,-7,4,20,-6,-9
CC1CCCCN1c1nnc(NC(=O)c2cc(-c3ccc(Br)cc3)on2)s1 (stereo not drawn),-175,-3,-13,-3,-5,-1,-51,1,-18
Cc1ccnc(N2C(=O)c3cccc4c([N+](=O)[O-])ccc(c34)C2=O)c1,-4,-4,-24,12,67*,-26,-131,-7,-11
CC1CN(C(=O)C2CC2)C(C)CN1C(=O)C1CC1 (stereo not drawn),-6,5,2,3,-12,-4,9,1,-19
Cc1cccc(C)c1NC(=O)c1ccc(-n2cncn2)nc1,-10,0,-4,2,-10,2,5,-1,-18[20 µM]
Cc1cc(C)n(Cc2ccc(NC(=O)c3ccc(COc4ccccc4Br)cc3)cc2)n1,-29,-28,-5,-10,-16,0,38,-1,-14[20 µM]
CCOCCCn1c(SCC(=O)NC(C)(C)C)nc2ccccc2c1=O,-4,1,3,-2,2,11,-17,2,-16
O=c1c2ccccc2cnn1Cc1n[nH]c(=S)n1-c1ccc(F)cc1,-1,-7,0,7,5,3,17,6,-25
Cc1cc(C)nc(N2CCC(C(=O)NNC(=O)c3ccc(Cl)cc3)CC2)n1,-14,-10,-8,5,-14,0,-25,1,-24
CCC1CCCCN1C(=O)c1nn2cccnc2c1Cl (stereo not drawn),-8,5,2,0,-19,4,17,0,-14[20 µM]
CNC(=S)N1CCc2cc(OC)c(OC)cc2C1,-1,-4,-9,4,-4,1,-4,0,-9
O=C(Nc1cccc2ccccc12)/C(=C\c1cccc([N+](=O)[O-])c1)NC(=O)c1cccs1,-1,-4,5,6,8,2,-24,-2,-27

# Whole records as entered above. Values in the order: p47phox inh	RBBP9 inhibitor	Tb hexokinase	p97 ATPase inh	EBV gp42 block	Runt-SMMHC FRET	Calpain2 inh	Runt-CBFb FRET	Furin inhibitor
# `O=C(COC(=O)c1ccccc1)Nc1cccc(S(=O)(=O)NC2=NCCCCC2)c1` is listed with 2	-5	2	-5	-7	4	20	-6	-9
# `O=c1c2ccccc2cnn1Cc1n[nH]c(=S)n1-c1ccc(F)cc1` is listed with -1	-7	0	7	5	3	17	6	-25

# The list continues.
SMILES,p47phox inh,RBBP9 inhibitor,Tb hexokinase,p97 ATPase inh,EBV gp42 block,Runt-SMMHC FRET,Calpain2 inh,Runt-CBFb FRET,Furin inhibitor
O=C(CSc1nncc2ccccc12)Nc1cccc(C(=O)O)c1,-8,5,-5,7,-17,4,20,5,-10
CSc1nc(NC(C)(C)C)nc(Oc2ccc(=O)n(C)n2)n1,-7,-1,5,1,0,-4,-21,-2,-14[20 µM]
COc1ccc(NC(=O)c2ccccc2)c([N+](=O)[O-])c1,-2,-6,-4,-1,7,-1,4,1,-22
NC(=O)C(c1ccc(Sc2ccccc2)nn1)c1ccc(Cl)cc1Cl (stereo not drawn),-15,0,-2,-1,0,-4,12,0,-10[20 µM]
Cn1nnnc1SCC(=O)Nc1ccc(Oc2ccc(Cl)cc2)cc1,-4,0,-6,-1,-19,-1,-11,-3,-21[20 µM]
Cc1cccc(NC(=O)CC2C(=O)NC3CCCCC3N2C(=O)c2ccccc2Cl)c1 (stereo not drawn),-10,-12,-8,0,-12,-3,-3,1,-5
CCCOc1ccc(N2C(=O)CC(N(O)c3ccccc3)C2=O)cc1 (stereo not drawn),-4,-2,-1,4,-19,2,-5,0,-22
Cc1occc1C(=O)NCCc1ccc(Cl)cc1,-14,-14,4,-8,-15,6,-19,4,0[20 µM]
CN(c1ccccc1)S(=O)(=O)c1ccc(NC(=S)NC(=O)c2ccccc2)cc1,-14,-13,-3,-4,3,-4,-4,5,-16[20 µM]
CCCCNC(=O)Cn1cnc2sc(C)c(S(=O)(=O)N3CCN(c4ncccn4)CC3)c2c1=O,3,-6,-2,-6,-5,2,-3,-3,-14
Cc1cc(C(=O)Nc2c(C)nn(Cc3ccccc3)c2C)on1,-8,-2,-1,2,-22,-1,-21,3,-8
CCOC(=O)/C(=C\c1c[nH]c2ccccc12)NC(C)=O,-7,-1,-53,3,-12,-1,2,1,1
CC(C)(C)c1cn(-c2ccccc2)c(=S)[nH]1,-10,-4,3,3,-24,8,0,8,-23
N#Cc1c(N)sc(=S)c2c1CCCC2,-7,-8,4,7,48,-58,-21,-4,-16
CC(C)(C)c1ccc(-c2nnc(SCC(=O)Nc3sc4c(c3C#N)CCCC4)o2)cc1,-4,-6,20,4,-29,4,-16,5,-9
COCCn1nnnc1CN1CCC(O)(c2cccc(C(F)(F)F)c2)CC1,-4,-1,-3,2,-9,90,-23,-2,-15
O=C(NC1CC2CCCC(C1)N2C(=O)NCc1ccccc1)C1CC1 (stereo not drawn),-8,-7,0,3,-19,-5,-9,-2,-22
CCOC(=O)CSc1nc2c(c(=O)n(Cc3ccccc3Cl)c(=O)n2C)n1C,-5,-6,-3,-1,-21,2,7,-2,-17
Cc1ccccc1-c1nnc(NC(=O)c2ccc(N3C(=O)CCC3=O)cc2)s1,1,-5,-4,12,3,-4,-10,-1,-13
Cc1c(N/C=C/C(=O)c2cccs2)c(=O)n(-c2ccccc2)n1C,-14,-6,-29,0,-18,-4,25,1,-12
Cc1nc2ccccc2c(=O)n1/N=C/c1ccc(O)cc1,-12,-5,-45,4,-21,-1,-1,-1,-26
O=C1C2C3C=CC(C3)C2C(=O)N1c1ccc(-c2nc3ccccc3o2)cc1 (stereo not drawn),-16,-1,-5,9,-5,-3,-144,-4,-16
Cc1cc(NC(=O)C(C)C)n(-c2nc3ccccc3s2)n1,6,-5,4,-4,-12,-2,30,-2,-6
Cc1noc(C)c1S(=O)(=O)Nc1ccc(C(=O)N2CCN(c3ccc(F)cc3)CC2)cc1,-2,-3,3,-2,5,0,16,-1,-14
O=C(CSc1nc2cc(Cl)ccc2s1)N1CCCc2ccccc21,-6,-4,6,-3,-20,-3,18,-1,-16[20 µM]
N#CC(C#N)=C1C=C2C=C(N3CCOCC3)CCC2CC1 (stereo not drawn),65*,-5,0,5,-79,86*,21,20,-13
O=C(Nc1ccccc1N1CCOCC1)c1cccnc1,-8,-13,0,2,-16,-3,-26,0,-26
CC(C)Oc1ccc(CN=C(N)N=C(N)N)cc1Cl,-9,-2,-1,6,-2,0,-2,1,-21
Cc1ccc(NC(CC(=O)c2ccccc2)c2ccc(F)cc2)cc1 (stereo not drawn),-7,-10,-1,-7,-17,-1,34,-1,-13[20 µM]
CCOC(=O)N1CCN(c2c(NCCCN3CCCC(C)C3)c(=O)c2=O)CC1 (stereo not drawn),-6,-7,-36,-9,-5,-1,6,1,-9
CCN(CC)P(=O)(Nc1ccccc1Br)c1ccc(N(C)C)cc1NC(=O)c1ccco1 (stereo not drawn),17,1,1,6,3,0,6,-2,-19
CCCOc1ccc(C(=O)NC(C)C(=O)O)cc1 (stereo not drawn),-3,5,5,4,-19,-8,1,2,-19[20 µM]
OCC1(CCOc2ccccc2)CCN(CC2=Cc3cc(Cl)ccc3OC2)CC1,-2,-9,-1,-11,0,1,45,-2,-14
CC12CN3CC(C)(CN(C1)C3c1ccc3c(c1)OCO3)C2 (stereo not drawn),0,-3,1,2,0,2,12,-3,-13
CCn1ncc(CNC(=O)C2(C)CC2(Cl)Cl)c1C (stereo not drawn),-2,-1,-10,5,12,-1,2,-3,-8
CCCn1ncc([C@@H]2C[C@H]3CN(Cc4cccc(Cl)c4)C(=O)[C@]34CCCN24)c1C,-29,-6,-6,-3,-26,-1,-22,-1,-31
Cn1c(NCC(O)c2ccccc2)nc2c1c(=O)n(Cc1ccc(Cl)cc1)c(=O)n2C (stereo not drawn),1,-5,0,1,7,-50,28,-1,-11[20 µM]
CC(NC(=O)COc1ccccc1)C(c1cccs1)N1CCCC1 (stereo not drawn),-6,-1,-2,-3,-11,-2,-18,1,-34
COc1ccccc1/C=C(/C(=O)OCC(=O)Nc1cc(C)ccc1C)c1ccccc1,-5,-3,-2,3,-15,-3,8,1,-10
O=C(CSCc1ccc(F)cc1)NCc1ccc2c(c1)OCO2,-7,-2,6,5,1,3,-24,1,-17
CC(=O)C1C(c2ccc([N+](=O)[O-])cc2)C2C(C)=NN=C2CC1(C)O (stereo not drawn),5,-10,-14,-6,-6,-3,11,-1,-7
COc1ccc(-c2nc(CSCC(=O)N3CCN(C)CC3)c(C)o2)cc1OC,-1,-3,0,4,-31,2,-24,1,-26
COc1cc(C=O)ccc1OS(=O)(=O)c1ccc(NC(C)=O)cc1,-23,-9,39,1,-17,-2,2,-1,-14
Cc1ccc(OCC(=O)Nc2sc3c(c2C#N)CCC3)cc1C,-25,-8,0,-6,-20,1,-34,-56,-8[20 µM]
CCC1=NN2C(=N)/C(=C/c3c(C)nn(-c4ccccc4)c3Cl)C(=O)N=C2S1,-14,-7,-16,6,1,9,1,-1,-14
CCOC(=O)c1c(NC(=O)c2cccnc2Cl)sc(C(=O)N(C)C)c1C,1,6,-7,4,-21,-1,15,-2,-15
Cc1nc(SCc2ccc(C(=O)O)cc2)c2c(C)c(C)sc2n1,-17,-12,6,2,-13,-1,9,-6,-11
CCCCNC(=O)CCC(=O)Nc1ncc(-c2ccc(C)cc2)n1C,-20,-1,0,2,-8,3,-20,-1,-28

# In a second layout: results already given
molecule | p47phox inh | RBBP9 inhibitor | Tb hexokinase | p97 ATPase inh | EBV gp42 block | Runt-SMMHC FRET | Calpain2 inh | Runt-CBFb FRET | Furin inhibitor
Cc1ccc(NC(CC(=O)c2ccccc2)c2ccc(F)cc2)cc1 (stereo not drawn) | -7 | -10 | -1 | -7 | -17 | -1 | 34 | -1 | -13[20 µM]
CCCCNC(=O)Cn1cnc2sc(C)c(S(=O)(=O)N3CCN(c4ncccn4)CC3)c2c1=O | 3 | -6 | -2 | -6 | -5 | 2 | -3 | -3 | -14

# Next section.
SMILES,p47phox inh,RBBP9 inhibitor,Tb hexokinase,p97 ATPase inh,EBV gp42 block,Runt-SMMHC FRET,Calpain2 inh,Runt-CBFb FRET,Furin inhibitor
CC1=NN(c2ccc(C(=O)OC(C)C)cc2)C(=O)/C1=C\C=C\c1ccco1,-11,-9,-9,-8,-12,-7,-41,-7,-16[20 µM]
CCOc1cc(C(=O)OCC(=O)Nc2cc(C)on2)cc(OCC)c1OCC,-14,12,-4,-3,-20,-2,-37,0,-6[20 µM]
CCC1(CC)NC(=O)N(CC(=O)OCC(=O)Nc2sccc2C#N)C1=O,·,5,1,3,2,-1,-4,0,-26
CCOc1ccc(NC(=S)NC(C)CCc2ccccc2)cc1 (stereo not drawn),-7,-8,1,1,-1,-2,-1,-4,-26
O=C(CN1CCC(NC(=O)c2ccccc2F)CC1)Nc1ccc2c(c1)OCO2,-6,-9,1,8,-19,-3,-3,0,-25
CC(=O)Nc1c(O)nc(SCC(=O)Nc2nnc(SCc3ccccc3)s2)[nH]c1=O,-11,-10,-5,1,-2,-1,-50,4,-16
COc1cc(/C=N/N=C2/NC(=O)C(Cc3ccc(F)cc3)S2)ccc1O (stereo not drawn),7,-3,-30,2,5,6,-15,0,-19
Cc1cccc(C)c1OCc1nnc(SCC(=O)NCCc2ccccc2)o1,-23,-5,5,-11,-27,2,3,-2,-12[20 µM]
Cc1cc(C)c(C(=O)COC(=O)Cn2cnnn2)cc1C,-22,-5,2,-1,-4,-3,-35,-1,-6
Cc1ccc(-n2nc(-c3ccco3)cc2C(=O)NCc2cccnc2)cc1,-15,1,5,8,-9,15,9,17,-33
Cc1cccc2cc(/C=N/NC(=O)CN3CCOCC3)c(Cl)nc12,-1,-4,-24,-3,-16,-10,-32,2,1
O=C(N/N=C/c1cccs1)c1cccc(S(=O)(=O)Nc2ccc(Cl)cc2)c1,-25,-80,-13,1,-5,2,-41,2,-22
